Assay outcomes: PubChem BioAssay, Johns Hopkins Ion Channel Center
CHT inh: human CHT choline transport inhibition | actives 0.86% (n = 310,000) | CHT-expressing cells, membrane potential dye, choline response; hits give low values | B-score at 10 µM;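 active = B-score over 3 SD under the library average, and starting fluorescence ratio not unusually high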;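 note: choline stimulus applied at its EC90 after an EC20 pre-addition; B-score computed on integrated fluorescence ratio after choline addition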
Target sequence (Q9GZV3 whole entry, looked up): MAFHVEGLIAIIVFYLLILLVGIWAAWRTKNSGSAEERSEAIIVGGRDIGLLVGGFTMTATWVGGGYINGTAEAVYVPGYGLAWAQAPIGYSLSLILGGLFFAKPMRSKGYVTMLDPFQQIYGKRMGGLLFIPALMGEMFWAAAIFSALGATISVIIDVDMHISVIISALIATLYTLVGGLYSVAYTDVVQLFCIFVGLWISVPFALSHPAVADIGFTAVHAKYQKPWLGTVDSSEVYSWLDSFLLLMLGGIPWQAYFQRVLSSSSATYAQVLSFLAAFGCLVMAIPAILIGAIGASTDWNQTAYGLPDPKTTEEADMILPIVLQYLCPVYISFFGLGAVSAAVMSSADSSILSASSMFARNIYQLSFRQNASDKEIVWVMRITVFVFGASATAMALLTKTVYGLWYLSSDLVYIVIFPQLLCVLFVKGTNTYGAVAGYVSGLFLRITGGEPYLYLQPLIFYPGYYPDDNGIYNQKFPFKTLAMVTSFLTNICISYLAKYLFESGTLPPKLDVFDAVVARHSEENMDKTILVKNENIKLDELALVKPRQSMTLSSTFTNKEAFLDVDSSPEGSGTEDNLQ
KCNQ2 inh: KCNQ2 potassium channel inhibitors, primary screen, cell-based, CHO-K1, FluxOR thallium flux, B-score (AID 2156); 20 min; hits give low values; B-score at 10 µM; actives 1.1% (n = 310,000);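 active = fluorescence ratio B-score at most minus 3 library SDs, with starting brightness B-score within 2 library SDs, cut at about -5.5 in these data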
* marks the source's active call; other numbers are inactive results; i = inactive; . = not tested or not shown. This is a random part of the collection, and some 1.9% of all compounds hit somewhere here.

KCNQ2 inh	CHT inh	mol
i	i	COc1ccccc1C(=O)NNC(=O)c1ccc(Cl)cc1
i	i	Cc1cc(OC(C)C(=O)NCCN2CCOCC2)c2c(C)cc(=O)oc2c1 (configuration not stated)
i	i	CCS(=O)(=O)N1Cc2ccccc2CC1C(=O)NC(C)C12CC3CC(CC(C3)C1)C2 (configuration not stated)
i	i	N#CC1=C(N)Oc2cc(N)ccc2C1C1CC=CCC1 (configuration not stated)
i	i	COc1ccc(C2(NC(C)=O)CCN(Cc3cccnc3)CC2)cc1
i	i	O=C(CCNS(=O)(=O)c1ccc(Br)cc1)NCCc1ccc(Cl)cc1
i	i	Fc1ccc(-c2nnc(Cc3ccc(Cl)cc3)o2)cc1
i	i	COc1ccc(OC)c(NC(=O)CN(C)CC(=O)Nc2ccccc2Cl)c1
i	i	CC1CCCCC1NCC(=O)NCc1ccc(F)cc1 (configuration not stated)
i	i	CC(=O)N1CCN(CC(=O)Nc2cc(S(=O)(=O)N3CCOCC3)ccc2C)CC1
i	i	CCn1c(CC(=O)Nc2ccccc2C)nnc1SCC(=O)NC1CCCC1
i	i	COc1ccc(OC)c(CNC(=O)C2CCCN(C(=O)N(C)C)C2)c1 (configuration not stated)
i	i	Cc1cc(C)nc(SC(C)C(=O)N/N=C/c2cccs2)n1 (configuration not stated)
i	i	CC(=O)OC1COC(N2CCc3cc([N+](=O)[O-])ccc32)C(OC(C)=O)C1OC(C)=O (configuration not stated)
i	i	C/C(=N\NC(=O)c1c(C)nc2ccccn12)c1cccc([N+](=O)[O-])c1
i	i	Cc1ccc(C(=O)N2CCCC2)cc1S(=O)(=O)Nc1ccccc1
i	i	O=C(Nc1cccnc1)c1ccc2c(c1)OCO2
i	i	Cc1ccc([N+](=O)[O-])cc1NC(=S)NC(=O)C(C)(C)C
i	i	Cc1ccc2c(Cl)c(C(=O)Nc3cccnc3)sc2c1
i	i	Cc1nc(Nc2nc3ccccc3o2)nc2c1CCC2
i	i	O=C(COC(=O)c1ccc(S(=O)(=O)NCc2ccco2)cc1)Nc1ccc(Cl)cn1
i	i	COc1ccc(-n2c(=S)[nH]c3cc(C(=O)Nc4cccc(C)c4)ccc3c2=O)cc1
i	i	Cc1cccc(NC(=O)c2cccc(NC(=O)Cc3cccs3)c2)c1
i	i	N#CCCCCn1ccc(NC(=O)c2ccc(Cl)cc2O)n1
i	i	CCCc1c(O)nc(SC2CC(=O)N(c3cc(OC)ccc3OC)C2=O)[nH]c1=O (configuration not stated)
i	i	C/C(=N\OCC(=O)OCC(=O)NC(=O)c1ccccc1)c1ccc2c(c1)OCO2
i	i	CC(Oc1ccccc1)c1ccn[nH]1 (configuration not stated)
-9.1*	i	O=C(COc1ccc(Cl)cc1)N(Cc1ccccc1)c1ccccn1
i	i	O=C(CNC(=O)c1ccc2c(c1)OCCO2)N/N=C/c1ccc([N+](=O)[O-])cc1
i	i	CCOc1ccc(C(=O)Cn2cnc3ccccc3c2=O)cc1
i	i	C=COCCNC(=S)Nc1ccccc1
i	i	CC(=O)Nc1ccc(NC(=O)CSc2ccc(C(F)(F)F)cc2[N+](=O)[O-])cc1
i	i	O=C(CNC(=S)NC(=O)C1CCCCC1)c1ccccc1
i	i	CCC(=O)NC(=S)Nc1ccccc1C(=O)NC1CCCCC1
i	i	O=C(c1ccccc1)c1nn(-c2ccc(Cl)cc2)c(=O)cc1C(F)(F)F
i	i	COc1cc(C=O)ccc1OCCCCOc1ccccc1[N+](=O)[O-]
i	i	NNC(=O)C1CCCN1S(=O)(=O)c1ccc(Cl)cc1 (configuration not stated)
i	i	COc1ccccc1/C=C/C(=O)N1CCCC1
i	i	O=C(Nc1cccc(Br)c1)c1ccc2snnc2c1
i	i	Cc1ccc2c(CC(=O)Nc3nc(C)cs3)coc2c1
i	i	CCOc1ccc(Oc2ccccc2NC(=O)CCNC(C)=O)cc1
i	i	O=C(CSc1nnc(CNC(=O)c2ccco2)o1)Nc1ccc(OC(F)(F)F)cc1
i	i	Cc1c(C(=O)NCCn2ccc3ccccc32)cccc1[N+](=O)[O-]
i	i	COc1ccc(NC(C)C(=O)N/N=C/c2ccccc2OCc2cccc(Br)c2)cc1 (configuration not stated)
i	i	CCOCC(O)CS(=O)Cc1ccccc1 (configuration not stated)
i	i	CCN(CC)C(=O)C(Oc1ccc(C)nc1[N+](=O)[O-])c1ccccc1 (configuration not stated)
i	i	CC(=O)Nc1ccc(NC(=O)Nc2cc(C)cc(C)c2)cc1
i	i	COc1cccc(Nc2ccc([N+](=O)[O-])c3nonc23)c1
i	i	Cc1cc(N2CCOCC2)n2nc(-c3cccc(F)c3)cc2n1
i	i	Cc1ccc(NC(=O)CN2C(=O)CNC2=O)cc1

Next part
KCNQ2 inh	CHT inh	mol
i	i	CC(=O)c1c(C)nc(-c2ccc(Cl)cc2)nc1N=CN(C)C
i	i	Cc1sc2ncnc(SCC(=O)N3CCCC3=O)c2c1C
i	i	CCOC(=O)CN(C(=O)CNC(=O)c1cccs1)C(C(=O)NC1CCCCC1)c1cccs1 (configuration not stated)
i	i	O=C(OCC(F)(F)F)c1cccc(COc2ccc3ccccc3c2)c1
i	i	COC(=O)c1c(C)nc(C)c(C(=O)OC)c1-c1ccsc1
i	i	COc1ccc(OC)c(S(=O)(=O)N(C)CC(=O)Nc2cc(Cl)ccc2OC)c1
i	i	CCOC(=O)C1(Cc2cccc(OC)c2)CCCN(Cc2nccn2CC)C1 (configuration not stated)
i	i	Cc1cccc(NC(=S)NC(=O)CCc2ccccc2)c1C
i	i	C=CCn1c(SCC(=O)c2cccs2)nc2sc(C)c(C)c2c1=O
i	i	Cc1cccc(N2CCN(C(=O)CCNS(=O)(=O)c3cccs3)CC2C)c1 (configuration not stated)
i	i	CCSc1nsc(NC(=O)Nc2cccc(F)c2)n1
i	i	COc1cccc(NC(=O)c2ccnc(N3CCC(C(=O)NCc4ccccc4OC)CC3)c2)c1
i	i	CNc1ccccc1-n1ccc(-c2ccccc2)n1
i	i	NC(=O)/C=C\C(=O)Nc1cccc(C(F)(F)F)c1
i	i	CC1CC(C)CN(CC(=O)N2CCc3[nH]c4ccccc4c3C2)C1 (configuration not stated)
i	i	O=C1CCN(Cc2cccnc2)CCN1[C@H](CO)Cc1ccccc1
i	i	Cc1ccc(NC2CCCN(C(=O)c3snnc3C)C2)cc1C (configuration not stated)
i	-6*	CCn1c(=O)cc(SCC(=O)Nc2ccc(OC)c(OC)c2)c2ccccc21
i	i	COCc1cc(=O)n2[nH]c(-c3ccccc3)cc2n1
i	i	CCOC(=O)c1ccc(N2C(=O)C(O)=C(C(C)=O)C2c2ccccn2)cc1 (configuration not stated)
i	i	COC(=O)c1ccccc1NC(=O)c1ccc2c(c1)CC(C)O2 (configuration not stated)
i	i	CN(c1ccccc1)P(=O)(N(C)c1ccccc1)N(C)c1ccccc1
i	i	Cc1cc(C)c(NC(=O)CS(=O)CC(=O)N2CCN(c3cccc(C)c3C)CC2)c(C)c1 (configuration not stated)
i	i	CCOCCN(C(=O)c1ccccc1Cl)c1ccccc1
i	i	Cc1nn(-c2ccccc2)c(Cl)c1/C=N\NC(=O)c1cnccn1

Entries of single compounds from above.
CC(=O)c1c(C)nc(-c2ccc(Cl)cc2)nc1N=CN(C)C in the list: KCNQ2 inh: i; CHT inh: i
CCOC(=O)c1ccc(N2C(=O)C(O)=C(C(C)=O)C2c2ccccn2)cc1 (configuration not stated) in the list: KCNQ2 inh: i; CHT inh: i

Next compounds.
KCNQ2 inh	CHT inh	mol
i	i	CC(CNS(=O)(=O)c1ccc2c(c1)NC(=O)CCS2)c1ccccc1 (configuration not stated)
i	i	C=CCc1c(C)nn(CC(=O)O)c1-c1ccccc1
i	i	O=C(O)c1cc2n(n1)C(C(F)(F)F)CC(C1CC1)N2 (configuration not stated)
i	i	Cc1nn(C(=O)c2ccco2)c(C)c1Sc1ccc(Cl)cc1
i	i	COc1ccc(/C(C)=N/NC(=O)CNC(=O)c2ccncc2)cc1
i	i	COc1ccc(S(=O)(=O)Nc2ccc(S(=O)(=O)N3CCCCC3)cc2)cc1C
i	i	O=C(Cc1cccs1)NCc1ccccc1Br
i	i	CCSCCOC(=O)C1=C(C)NC(=O)NC1c1cc(OC)ccc1OC (configuration not stated)
i	i	CCOC(=O)c1c(NC(=O)/C=C/C(=O)O)sc(C)c1-c1ccc(C)c(C)c1
i	i	COCCn1c(C)nnc1SCC(=O)Nc1ccccc1[N+](=O)[O-]
i	i	Cc1ccc(-c2noc(C3CCCN(C(=O)c4ccc(F)cc4F)C3)n2)cc1 (configuration not stated)
i	i	CCCN(CCC)C(=O)Cn1c(=O)n(CCCCC(=O)NCc2ccco2)c(=O)c2ccccc21
i	i	Cc1ccc2c(ccc[n+]2CC(=O)c2ccccc2)c1
i	i	COc1ccc(C(=O)N/C(=C\c2cn(C)c3ccccc23)C(=O)NCCCn2ccnc2)cc1OC
i	i	Cc1cc(Sc2nccn2C)ncc1[N+](=O)[O-]
i	i	O=C(NCCOc1cccnc1)C1CCC(=O)N(Cc2ccccc2F)C1 (configuration not stated)
i	i	Cc1ccc(Cc2cc(C)n[nH]c2=O)cc1
i	i	COCCCn1c(Cc2csc(Nc3cccc(Cl)c3)n2)nnc1SCC(=O)OC1CCCCC1
i	i	COc1cc(C(=S)N2CCOCC2)ccc1OC(=O)c1cc([N+](=O)[O-])c(C)c([N+](=O)[O-])c1
i	i	COc1ccc(OC)c(-n2c(-c3cccc(O)c3)n[nH]c2=S)c1
i	i	CCC(=O)NCC(c1cccs1)S(=O)(=O)c1ccc(C)cc1 (configuration not stated)
i	i	CN(C)c1ccc(/C=N/n2c(-c3cccnc3)n[nH]c2=S)cc1
i	i	O=C(Nc1ccc(F)cc1)NC1CCCCCCC1
i	i	Cc1ccc(S(=O)(=O)N2CC=C(C(=O)NCc3ccccc3)CC2)cc1
i	i	CN(c1ccccc1C(=O)O)S(C)(=O)=O
i	i	CC(C)CC(OC(=O)c1nsc(Cl)c1Cl)C(=O)NCC1CCCO1 (configuration not stated)
i	i	CN1CCN(C(CC(=O)Nc2cccc(O)c2)C(=O)O)CC1 (configuration not stated)
i	i	O=C(O)CC(c1ccc(F)cc1F)N1Cc2ccccc2C1=O (configuration not stated)
i	i	CCCCN(C(=O)CCC(=O)Nc1cc(C)on1)C(C(=O)NC1CCCC1)c1ccccc1OCC (configuration not stated)
i	i	CC(C)C(NC(=O)OCc1ccccc1)C(=O)N1CCOCCOCCOCC1 (configuration not stated)
i	i	CCCN(c1ccccc1F)S(=O)(=O)c1c[nH]c(C(=O)OC)c1
i	-5.4*	CC1(C)CC(=O)/C(=C(\O)CCCN2C(=O)c3ccccc3C2=O)C(=NCC(=O)O)C1
i	i	CSc1nc2nc3c(cc2c(=O)[nH]1)C(O)Oc1ccc(C)cc1-3 (configuration not stated)
i	i	CCN(CC)CCCNC(=O)c1cc2c(-c3cccc(OC)c3)nn(C)c2s1
i	i	CC(NC(=O)Nc1ccc(F)cc1F)c1ccncc1 (configuration not stated)
i	i	Cc1ccc(C(=O)Nc2ccccc2N2CCN(C(=O)C(C)C)CC2)cc1C
-7.6*	i	Cc1ccccc1-n1nc2c(c1NC(=O)c1cc3ccccc3o1)CS(=O)(=O)C2
.	i	O=C(CS(=O)(=O)c1cn(Cc2cccc(F)c2)c2ccccc12)N1CCOCC1
i	i	Cc1ccccc1-n1c(C)cc(/C=N/Nc2ccc([N+](=O)[O-])cn2)c1C
i	i	Cc1cccc(NC(=O)[C@@H](CC(C)C)NC(=O)[C@@H]2Cc3ccccc3CN2)c1
i	i	CCOc1ccc(Nc2nc(Cc3nnc(SCC(=O)NC4CCCCC4)n3C)cs2)cc1
i	i	C/C(N)=C(/C#N)C(=O)COC(=O)CCC1CCCC1
i	i	COc1cc(/C=N/NC(=O)CCn2nnc3ccccc32)ccc1O
i	i	COc1ccc(C(=O)Nc2cc3c4c(c2)CC(=O)N4CCC3)cc1
i	i	O=C(O)c1ccc(Oc2ccc(C(F)(F)F)cn2)cc1
i	i	CCN1C(=O)[C@H]2[C@@H](c3ccc(C)cc3)N3C(=O)N(c4ccc(C)cc4)C(=O)[C@@]3(C)[C@H]2C1=O
i	i	N#C/C(C(=O)NCCc1ccccc1)=C1/N=C(NC(=O)c2cccs2)c2ccccc21
i	i	Cc1cccc2sc(NC(=O)CSc3nnnn3C)nc12
i	i	COC(=O)c1cc(CNC(=O)c2ccc(O)c(Cl)c2)ccc1OC
i	i	O=C(CN1CCN(c2ccc(F)cc2)CC1)Nc1ccc(F)c(F)c1
.	i	O=C1c2ccccc2C(=O)C1c1ccncc1

Gathered by group, the entries above containing a thiophene ring, fused or not.
KCNQ2 inh	CHT inh	mol
i	i	Cc1cc(C)nc(SC(C)C(=O)N/N=C/c2cccs2)n1 (configuration not stated)
i	i	Cc1ccc2c(Cl)c(C(=O)Nc3cccnc3)sc2c1
i	i	Cc1cccc(NC(=O)c2cccc(NC(=O)Cc3cccs3)c2)c1
i	i	Cc1sc2ncnc(SCC(=O)N3CCCC3=O)c2c1C
i	i	CCOC(=O)CN(C(=O)CNC(=O)c1cccs1)C(C(=O)NC1CCCCC1)c1cccs1 (configuration not stated)
i	i	COC(=O)c1c(C)nc(C)c(C(=O)OC)c1-c1ccsc1
i	i	C=CCn1c(SCC(=O)c2cccs2)nc2sc(C)c(C)c2c1=O
i	i	Cc1cccc(N2CCN(C(=O)CCNS(=O)(=O)c3cccs3)CC2C)c1 (configuration not stated)
i	i	O=C(Cc1cccs1)NCc1ccccc1Br
i	i	CCOC(=O)c1c(NC(=O)/C=C/C(=O)O)sc(C)c1-c1ccc(C)c(C)c1
i	i	CCC(=O)NCC(c1cccs1)S(=O)(=O)c1ccc(C)cc1 (configuration not stated)
i	i	CCN(CC)CCCNC(=O)c1cc2c(-c3cccc(OC)c3)nn(C)c2s1
i	i	N#C/C(C(=O)NCCc1ccccc1)=C1/N=C(NC(=O)c2cccs2)c2ccccc21
